Vc quorum ag: induces V. cholerae light production without autoinducers; V. cholerae BH1578 lux reporter, luminescence, 6 h; activation, % at 18.7 µM; 350,000 tested, 0.16% active; AID 588436; in the data active means activation mostly above about 9.7%, no sharp cut-off; inconclusive means no clear call, values can overlap the other calls; inactive means mostly below about 3.7%; further: not every result past the cut was called active; inactives centre near 0; reference of the scale not given here
PriA SSB inh: inhibitors of Klebsiella pneumoniae PriA binding to SSB C-terminal tail; AlphaScreen SSBct-PriA binding, biotinylated peptide; inhibition, % at 33 µM; 430,000 tested, 0.6% active; in the data active means inhibition mostly above about 37%, no sharp cut-off; inactive means mostly below about 20%;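 further: plate controls were negative control peptide for no effect and reference peptide for full effect; strong numbers were not always called active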
3CLpro inhibitor: SARS-CoV 3CLpro protease inhibition; P0C6X7; recombinant SARS-CoV 3CLpro, quenched FRET peptide cleavage; inhibition, % at 6 µM; 290,000 tested, 0.14% active; AID 1706; in the data active means inhibition above about 12%
TcdB GH inh: TcdB glycohydrolase inhibition; P18177; inhibition, % at 9.99 µM; AID 652162; 350,000 tested, 0.24% active; TcdB glycohydrolase enzymatic assay, plate reader; in the data active means inhibition above about 10%
PrPC TRFRET: inhibitors of human cell surface prion protein PrPC; P04156; TR-FRET read-out; inhibition, % at 13.8 µM; 370,000 tested, 0.43% active; AID 720596; in the data active means inhibition above about 24%; further: 0% = median of the test wells and 100% = reference compound wells
Y pestis TopoI: blocks Yersinia pestis topoisomerase I activity. Y. pestis Topo-I cleavage product accumulation, plate reader. activity, % at 10 µM. 360,000 tested, 0.064% active; in the data active means activity above about 50%, passing the limit was not always enough; inconclusive means no clear call, values can overlap the other calls; further: inactives centre near 2
BoNT-A LC inh2: blocks Botulinum neurotoxin A light chain protease | 360,000 tested, 0.17% active | AID 588499 | inhibition, % at 10 µM | multiplex microsphere protease substrate cleavage, flow cytometry; further: plate controls were buffer without enzyme for full effect and enzyme alone for no effect
PfHsp40 rescue: restores yeast growth despite PfHsp40 toxicity. S. cerevisiae expressing PfHsp40, growth rescue, ATP luminescence. growth rescue, % at 12.5 µM. 340,000 tested, 0.68% active. AID 504582; in the data active means growth rescue above about 28%, passing the limit was not always enough; inconclusive means no clear call, values can overlap the other calls;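 further: yeast W303a lacking pdr1 and pdr3 grown in galactose medium; growth measured after three days at 30 °C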
Anthrax LF prot: blocks Bacillus anthracis lethal factor protease; multiplex microsphere protease cleavage assay, LF; inhibition, % at 10 µM; 360,000 tested, 0.12% active; AID 588501; further: plate controls were buffer without enzyme for full effect and enzyme alone for no effect
* hit, by the source's call. Unless noted, no stated cut-off is given here; in the data, active means inhibition above about 30%; inconclusive means no clear call, values can overlap the other calls; inactive means below that. Some of the compounds tested; rates above refer to the full screens.

How did O=C(Nc1nccs1)c1cc2cc(Cl)ccc2oc1=O do in these assays?
Vc quorum ag: inactive; PriA SSB inh: 4; 3CLpro inhibitor: -3; TcdB GH inh: 2.2; PrPC TRFRET: 4; Y pestis TopoI: -11; BoNT-A LC inh2: 0.5; PfHsp40 rescue: -0.5; Anthrax LF prot: -1

What do the screens show for `C=CCn1c(O)c(/C=N/N2CCCCC2)c(=O)[nH]c1=O`?
Vc quorum ag: 2.1; 3CLpro inhibitor: 6; TcdB GH inh: 0.8; PrPC TRFRET: -3; Y pestis TopoI: 12; BoNT-A LC inh2: -0.4; PfHsp40 rescue: -0.6; Anthrax LF prot: 13

Results for O=C(COC(=O)CCC(=O)c1ccc(Cl)cc1)NCC1CCCO1 (stereo unspecified) ?
Vc quorum ag: inactive; PriA SSB inh: -2; 3CLpro inhibitor: 8; PrPC TRFRET: 5; Y pestis TopoI: 8; BoNT-A LC inh2: 0.2; PfHsp40 rescue: -1.2; Anthrax LF prot: 1

Results for Cc1ccc(S(=O)(=O)n2cnc3ccccc32)cc1 ?
Vc quorum ag: 7.1; PriA SSB inh: -11; 3CLpro inhibitor: 3; PrPC TRFRET: 4; Y pestis TopoI: 6; BoNT-A LC inh2: 0.7; PfHsp40 rescue: -0.4; Anthrax LF prot: -4

What do the screens show for `Cc1ccc(C(=O)NCCc2nnc3ccc(SCC(=O)N4CCCCC4)nn23)cc1`?
Vc quorum ag: inactive; PriA SSB inh: -21; 3CLpro inhibitor: 5; TcdB GH inh: -0.3; PrPC TRFRET: 1; Y pestis TopoI: 7; BoNT-A LC inh2: 0.7; PfHsp40 rescue: -0.8; Anthrax LF prot: 1

How did Cc1ccc(CN2CC3CC(C2)c2cccc(=O)n2C3)cc1 (stereo unspecified) do in these assays?
Vc quorum ag: inactive; PriA SSB inh: -5; 3CLpro inhibitor: 0; PrPC TRFRET: 5; Y pestis TopoI: -4; BoNT-A LC inh2: 0.5; PfHsp40 rescue: -0.5; Anthrax LF prot: -4

What do the screens show for `COc1ccc(O)c(/C=N/NC(=O)CCC(=O)Nc2cccc(C)c2)c1`?
Vc quorum ag: inactive; 3CLpro inhibitor: -4; TcdB GH inh: -16; PrPC TRFRET: 3; Y pestis TopoI: -1; BoNT-A LC inh2: -7.8; PfHsp40 rescue: -0.6; Anthrax LF prot: -7

What do the screens show for `Cc1nc(NCc2ccccn2)c2ccccc2n1`?
Vc quorum ag: -0.7; PriA SSB inh: -7; 3CLpro inhibitor: -1; PrPC TRFRET: 3; Y pestis TopoI: 7; BoNT-A LC inh2: -1.5; PfHsp40 rescue: 0.9; Anthrax LF prot: -5

How did Cc1cc(C)nc(SCc2nnc(SCC(N)=O)n2Cc2ccco2)n1 do in these assays?
Vc quorum ag: -0.1; PriA SSB inh: 1; 3CLpro inhibitor: -2; PrPC TRFRET: 1; Y pestis TopoI: -7; BoNT-A LC inh2: 2.6; PfHsp40 rescue: -0.1; Anthrax LF prot: 6

How did O=C(/C=C/c1ccccc1)NCCC1=CCCCC1 do in these assays?
Vc quorum ag: -0.2; PriA SSB inh: -24; 3CLpro inhibitor: 5; TcdB GH inh: 0.3; PrPC TRFRET: 4; Y pestis TopoI: 14; BoNT-A LC inh2: -0.1; PfHsp40 rescue: 1.8; Anthrax LF prot: 2

What do the screens show for `CCOC(=O)CNC(=O)N1CCc2ccc(NC(=O)c3ccccc3OC)cc2C1`?
Vc quorum ag: inactive; PriA SSB inh: -11; 3CLpro inhibitor: -1; TcdB GH inh: 0.1; PrPC TRFRET: 0; Y pestis TopoI: 3; BoNT-A LC inh2: -2.0; PfHsp40 rescue: 0.5; Anthrax LF prot: -39

Results for Cc1ccc(NC(=O)/C=C/c2ccc(Cl)cc2)nc1 ?
Vc quorum ag: -0.3; PriA SSB inh: -6; 3CLpro inhibitor: 2; TcdB GH inh: 0.2; PrPC TRFRET: 3; Y pestis TopoI: -2; BoNT-A LC inh2: -1.2; PfHsp40 rescue: 0.9; Anthrax LF prot: -1

How did CC(C)(C)c1ccc(C(=O)N2CCOC23CCCCC3)cc1 do in these assays?
TcdB GH inh: -0.8; PrPC TRFRET: 1; BoNT-A LC inh2: -0.2; Anthrax LF prot: 0

Results for CN(C(=O)c1cccc(NC(=O)Cc2ccc(NC(=O)C3CCN(C(=O)C4CC4)CC3)cc2)c1)C1CC1 ?
Vc quorum ag: -1.0; PriA SSB inh: -2; TcdB GH inh: -2.7; PrPC TRFRET: 2; Y pestis TopoI: 3; BoNT-A LC inh2: 0.4; PfHsp40 rescue: 0.1; Anthrax LF prot: -2

What do the screens show for `COC(=O)C1=C(c2c(C)noc2C)C[C@@H]2CC[C@H]1N2C(=O)NCCCOC(C)C`?
Vc quorum ag: -7.1; PriA SSB inh: -8; TcdB GH inh: -2.3; PrPC TRFRET: 2; Y pestis TopoI: 0; BoNT-A LC inh2: 0.0; PfHsp40 rescue: -1.3; Anthrax LF prot: 2

How did O=C(NC(NC(=S)N1CCOCC1)C(Cl)(Cl)Cl)c1cccc2ccccc12 (stereo unspecified) do in these assays?
Vc quorum ag: 0.1; PriA SSB inh: 3; 3CLpro inhibitor: 1; TcdB GH inh: -1.6; PrPC TRFRET: 1; Y pestis TopoI: 4; BoNT-A LC inh2: 0.5; PfHsp40 rescue: 0.4; Anthrax LF prot: -1

How did O=C(/C=C/c1ccco1)OCC(=O)N1CCCCC1 do in these assays?
Vc quorum ag: inactive; PriA SSB inh: -3; TcdB GH inh: 0.2; PrPC TRFRET: -10; Y pestis TopoI: 4; BoNT-A LC inh2: 0.1; PfHsp40 rescue: 6.1; Anthrax LF prot: -4

What do the screens show for `S=C(NCCc1ccccc1)NCCc1ccccc1`?
Vc quorum ag: -0.2; PriA SSB inh: -1; 3CLpro inhibitor: 7; PrPC TRFRET: 6; Y pestis TopoI: -3; BoNT-A LC inh2: 0.1; PfHsp40 rescue: 0.3; Anthrax LF prot: 1

How did CCCCC(=O)OCC(=O)Nc1ccc(OC(F)F)cc1 do in these assays?
Vc quorum ag: inactive; PriA SSB inh: -15; 3CLpro inhibitor: 4; PrPC TRFRET: -2; Y pestis TopoI: -1; BoNT-A LC inh2: -0.2; PfHsp40 rescue: 0.1; Anthrax LF prot: 1

Results for CC(C)S(=O)(=O)c1csc(NC(=O)Nc2ccc(Cl)cc2)c1 ?
Vc quorum ag: -0.2; PriA SSB inh: -1; 3CLpro inhibitor: 2; TcdB GH inh: 3.4; PrPC TRFRET: 11; Y pestis TopoI: -3; BoNT-A LC inh2: 5.0; PfHsp40 rescue: -0.6; Anthrax LF prot: inconclusive

What do the screens show for `O=C(C1CCC1)N1CCC(O)(c2cccc(F)c2)CC1`?
Vc quorum ag: -0.1; PriA SSB inh: -12; 3CLpro inhibitor: 2; TcdB GH inh: 0.5; PrPC TRFRET: 8; Y pestis TopoI: 10; BoNT-A LC inh2: 0.0; PfHsp40 rescue: -2.0; Anthrax LF prot: -4

What do the screens show for `Cc1ccc(C(=O)Nc2nnc(-c3ccncc3)o2)cc1`?
Vc quorum ag: -0.3; PriA SSB inh: -5; 3CLpro inhibitor: 1; TcdB GH inh: 2.3; PrPC TRFRET: 2; Y pestis TopoI: 3; BoNT-A LC inh2: -0.8; PfHsp40 rescue: -1.2; Anthrax LF prot: -6

What do the screens show for `O=S(=O)(c1ccccc1)N1CCN(S(=O)(=O)c2ccc(F)cc2)CC1`?
Vc quorum ag: -0.3; PriA SSB inh: 10; 3CLpro inhibitor: -4; TcdB GH inh: 0.0; PrPC TRFRET: -6; Y pestis TopoI: -14; BoNT-A LC inh2: 1.6; PfHsp40 rescue: 0.0; Anthrax LF prot: -3

How did COC(=O)c1ccc(COC(=O)CNS(=O)(=O)c2ccccc2)cc1 do in these assays?
Vc quorum ag: inactive; PriA SSB inh: -3; 3CLpro inhibitor: 1; TcdB GH inh: 0.7; PrPC TRFRET: -1; Y pestis TopoI: -6; BoNT-A LC inh2: 0.0; PfHsp40 rescue: -0.3; Anthrax LF prot: 2

What do the screens show for `COCC1CCN(Cc2nc(Cc3ccccc3Cl)no2)CC1`?
Vc quorum ag: -2.3; PriA SSB inh: 6; 3CLpro inhibitor: 1; TcdB GH inh: 0.7; PrPC TRFRET: -2; Y pestis TopoI: -11; BoNT-A LC inh2: -0.3; PfHsp40 rescue: 3.7; Anthrax LF prot: -2

Results for CCn1c(C)nc2cc(C(N)=O)ccc21 ?
Vc quorum ag: -0.5; PriA SSB inh: -16; 3CLpro inhibitor: -1; TcdB GH inh: 1.7; PrPC TRFRET: 1; Y pestis TopoI: 10; BoNT-A LC inh2: 1.1; PfHsp40 rescue: 0.6; Anthrax LF prot: -14

What do the screens show for `CC(C)[C@H](NC(=O)c1ccccc1Cl)C(=O)OCC(=O)NCc1ccc2c(c1)OCO2`?
Vc quorum ag: 1.4; PriA SSB inh: -1; TcdB GH inh: 1.8; PrPC TRFRET: 1; Y pestis TopoI: 15; BoNT-A LC inh2: 0.5; PfHsp40 rescue: 0.8; Anthrax LF prot: -2

What do the screens show for `Cc1cc(C)nc(Nc2nc(C(N)Cc3ccc(F)cc3)cs2)n1` (stereo unspecified)?
Vc quorum ag: -1.3; TcdB GH inh: 0.2; PrPC TRFRET: 7; Y pestis TopoI: 3; BoNT-A LC inh2: -2.0; Anthrax LF prot: 0

What do the screens show for `O=C(Nc1nc2ccccc2n1Cc1ccc(Cl)cc1)c1ccco1`?
Vc quorum ag: inactive; PriA SSB inh: -3; 3CLpro inhibitor: 4; PrPC TRFRET: 6; Y pestis TopoI: 1; BoNT-A LC inh2: -2.7; PfHsp40 rescue: -1.5; Anthrax LF prot: -8

Results for CSCCC(c1nnnn1-c1c(C)cccc1C)N1CCN(C/C=C/c2ccccc2)CC1 (stereo unspecified) ?
TcdB GH inh: 0.8; PrPC TRFRET: -4; BoNT-A LC inh2: -0.8; Anthrax LF prot: -2

Results for COc1ccc2c(c1)C(=O)N1[C@H]3c4cc(Cl)ccc4OC[C@@H]3[C@H](c3ccccc3)[C@]1(C)C(=O)N2 ?
Vc quorum ag: -0.7; PriA SSB inh: -2; PrPC TRFRET: 6; Y pestis TopoI: 14; BoNT-A LC inh2: 0.6; PfHsp40 rescue: 8.8; Anthrax LF prot: 4

What do the screens show for `CC(=O)NS(=O)(=O)c1ccc(NC(=O)c2ccc(S(=O)(=O)N3CCCC3)cc2)cc1`?
Vc quorum ag: inactive; PriA SSB inh: -2; TcdB GH inh: 0.2; PrPC TRFRET: 5; Y pestis TopoI: 4; BoNT-A LC inh2: -1.3; PfHsp40 rescue: 0.2; Anthrax LF prot: -7

How did CCON1C(=O)C2(CCCCC2)C(=O)C12C=CCCC2 (stereo unspecified) do in these assays?
Vc quorum ag: inactive; PriA SSB inh: -11; TcdB GH inh: -11; PrPC TRFRET: 9; Y pestis TopoI: 6; BoNT-A LC inh2: -0.1; PfHsp40 rescue: 0.3; Anthrax LF prot: -6

What do the screens show for `Cc1ccc(/C(N)=N/OC(=O)COc2cccc3ccccc23)cc1`?
Vc quorum ag: inactive; TcdB GH inh: 2.3; PrPC TRFRET: -3; Y pestis TopoI: 6; BoNT-A LC inh2: -0.4; Anthrax LF prot: -3

Some of these compounds in order of molecular weight, low to high:
What do the screens show for `Cc1ccc(C(=O)Nc2nnc(-c3ccncc3)o2)cc1`?
Vc quorum ag: -0.3; PriA SSB inh: -5; 3CLpro inhibitor: 1; TcdB GH inh: 2.3; PrPC TRFRET: 2; Y pestis TopoI: 3; BoNT-A LC inh2: -0.8; PfHsp40 rescue: -1.2; Anthrax LF prot: -6

How did Cc1cc(C)nc(SCc2nnc(SCC(N)=O)n2Cc2ccco2)n1 do in these assays?
Vc quorum ag: -0.1; PriA SSB inh: 1; 3CLpro inhibitor: -2; PrPC TRFRET: 1; Y pestis TopoI: -7; BoNT-A LC inh2: 2.6; PfHsp40 rescue: -0.1; Anthrax LF prot: 6

Results for CSCCC(c1nnnn1-c1c(C)cccc1C)N1CCN(C/C=C/c2ccccc2)CC1 (stereo unspecified) ?
TcdB GH inh: 0.8; PrPC TRFRET: -4; BoNT-A LC inh2: -0.8; Anthrax LF prot: -2

Screening results deposited in PubChem by several laboratories.
